ELG1 DNA repair: ELG1-dependent DNA repair inhibition | HEK293T ELG1-luciferase reporter, luminescence, 16 h; DNA damage induced by 5-fluorouridine | Potency, µM (top dose mostly 46.1 µM), for inactives: top-dose activity change, negative = inhibition, actives largely listed as inhibitors | actives 2.3% (n = 330,000); further: potency means the concentration at half of the fitted maximal effect; on the % scale 0 is the no-effect control and ±100 the full control effect; nearly all actives have a fitted effect of over 55% in size
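HEK293T cells expressing luciferase-tagged ELG1 (2,000/well) received 5-Fluorouridine plus compound or DMSO for 16 hr at 37 °C. Luciferase was read by ONE-Glo luminescence after 30 min at room temperature.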
MBNL1 CUG block: inhibitors of human MBNL1 binding to CUG repeat RNA. actives 0.036% (n = 280,000). Potency, µM (highest dose often 57.5 µM), for inactives: at the highest dose activity change, negative = inhibition, most hits filed as inhibitors. Q9NR56. AID 2675. TR-FRET MBNL1-His/biotin-(CUG)12 binding, 665/545 ratio; active means well fitted inhibition curve with a large enough effect in the signal ratio, with a control signal flat, not every such curve was filed as active; inconclusive means small, poorly fitted or top-dose-only effect, or effect the other way, or a change in a side signal; inactive means no such curve, though single readings can be large or run the other way; the % refers to the signal ratio; further: potency means the concentration at half of the fitted maximal effect; on the % scale 0 is the no-effect control and ±100 the full control effect
Target sequence (Q9NR56 whole entry, looked up): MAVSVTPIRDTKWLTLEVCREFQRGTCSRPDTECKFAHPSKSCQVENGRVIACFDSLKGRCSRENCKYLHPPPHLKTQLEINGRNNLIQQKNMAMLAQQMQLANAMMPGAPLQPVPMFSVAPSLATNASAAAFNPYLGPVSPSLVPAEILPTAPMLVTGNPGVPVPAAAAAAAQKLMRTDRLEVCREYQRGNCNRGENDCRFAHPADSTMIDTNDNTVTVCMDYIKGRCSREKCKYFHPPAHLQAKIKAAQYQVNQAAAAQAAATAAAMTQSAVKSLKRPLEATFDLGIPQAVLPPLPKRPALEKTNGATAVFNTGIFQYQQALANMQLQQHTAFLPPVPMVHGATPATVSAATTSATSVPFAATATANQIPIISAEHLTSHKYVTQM
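TR-FRET readout: Ex 340 nm, 665/545 nm emission ratio, normalized to buffer-only (basal) and MBNL1-(CUG)12 controls. Complex of MBNL1-His with Biotin-(CUG)12, compounds 92 nM–58 uM, incubated 60 min at room temperature.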
Menin-MLL TR inh: displaces Texas Red mutant MLL peptide from human menin. Potency, µM (top dose mostly 61.6 µM), without a hit: at the highest dose FP activity change, negative = inhibition, actives largely listed as inhibitors. AID 1768. Menin + Texas Red MLL mutant peptide, fluorescence polarization. actives 0.23% (n = 270,000). O00255; active means well fitted inhibition curve with a large enough effect in the polarisation, with a control signal flat, not every such curve was filed as active; inconclusive means small, poorly fitted or top-dose-only effect, or effect the other way, or a change in a side signal; inactive means no such curve, though single readings can be large or run the other way; the % refers to the polarisation; further: potency means the concentration at half of the fitted maximal effect; % of control where 0% means no effect; many of its hits are not listed in these tables
Gal4-VP16 FLuc: counter-screen for ROR gamma inhibitors: Gal4-VP16 reporter | Drosophila S2 Gal4-VP16 UAS-luciferase, luminescence, 20 h | Potency, µM (top dose mostly 53.6 µM), for the others: top-dose activity, negative = inhibition, most hits filed as inhibitors | actives 3.5% (n = 310,000) | AID 2546;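 further: Gal4-VP16 expression switched on by copper sulfate through the metallothionein promoter; potency means the concentration at half of the fitted maximal effect; on the % scale 0 is the no-effect control and ±100 the full control effect; nearly all actives have a fitted effect of over 50% in size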
RORgamma inh: inhibitors of mouse ROR gamma transcriptional activity. P51450. Drosophila S2 Gal4-RORgamma UAS-luciferase reporter, 20 h. Potency, µM (top dose mostly 53.6 µM), for inactives: at the highest dose activity change, negative = inhibition, usual class: inhibitors. actives 5.4% (n = 310,000); further: potency means the concentration at half of the fitted maximal effect; on the % scale 0 is the no-effect control and ±100 the full control effect; nearly all actives have a fitted effect of over 60% in size
Target sequence (P51450 whole entry, looked up, the tested form may be a part): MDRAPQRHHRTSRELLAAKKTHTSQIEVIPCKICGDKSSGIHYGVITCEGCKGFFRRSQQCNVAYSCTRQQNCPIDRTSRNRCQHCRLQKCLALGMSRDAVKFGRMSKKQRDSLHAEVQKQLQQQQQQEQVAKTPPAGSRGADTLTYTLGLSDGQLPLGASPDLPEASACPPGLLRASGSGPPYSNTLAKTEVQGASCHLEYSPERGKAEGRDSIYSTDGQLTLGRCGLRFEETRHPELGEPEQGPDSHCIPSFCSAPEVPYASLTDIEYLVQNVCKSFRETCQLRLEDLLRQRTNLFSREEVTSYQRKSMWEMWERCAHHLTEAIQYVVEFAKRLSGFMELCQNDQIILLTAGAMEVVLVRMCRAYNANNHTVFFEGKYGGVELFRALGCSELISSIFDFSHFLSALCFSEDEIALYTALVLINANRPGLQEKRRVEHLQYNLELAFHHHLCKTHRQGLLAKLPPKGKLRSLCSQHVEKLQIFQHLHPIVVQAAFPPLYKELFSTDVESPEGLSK
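Luminescence from a UAS-regulated Photinus luciferase reporter in stably transfected Drosophila Schneider cells is measured; decreased signal marks ROR gamma inhibition. Fusion expression is induced by 700 uM copper sulfate for 20 hr.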
FLuc modulator: firefly luciferase modulation, counter-screen for miR-21 project; P08659; purified FLuc, Km substrates, luminescence inhibition; Potency, µM (series often up to 57.5 µM), for inactives: at the top dose activity change, negative = inhibition, most hits filed as inhibitors; actives 6.9% (n = 360,000); AID 588342;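 further: potency means the concentration at half of the fitted maximal effect; plate controls were vehicle for no effect and reference inhibitor for full effect; nearly all actives have a fitted effect of over 55% in size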
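Purified P. pyralis luciferase, 10 nM final, with Km-level 10 uM D-luciferin and 10 uM ATP in 50 mM Tris acetate pH 7.5, 10 mM Mg acetate, 0.01% Tween-20, 0.05% BSA; 6-point qHTS titration about 60 µM downward; luminescence read.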
PKM2 act: activators of human pyruvate kinase M2; P14618; purified PKM2, Kinase-Glo ATP luminescence, activation; response scale: 0% is enzyme alone, no compound; Potency, µM (top dose mostly 57.5 µM), without a hit: top-dose activation, hits mostly activators; actives 0.34% (n = 260,000); further: potency means the concentration at half of the fitted maximal effect; on the % scale 0 is the no-effect control and ±100 the full control effect; nearly all actives have a fitted effect of over 55% in size
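Purified hPK-M2 (>95% pure) converted ADP (0.1 mM final) to ATP with 0.5 mM PEP in 50 mM imidazole pH7.2, KCl, MgCl2, Tween 20, BSA; 1 h at room temperature. ATP detected by Kinase-Glo luminescence.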
Rab9 prom act: activators of Rab9 promoter; Huh7 Rab9 promoter-luciferase reporter, luminescence, 24 h; Potency, µM (highest dose often 9.22 µM), for inactives: at the highest dose activation, negative = inhibition, hits mostly activators; actives 2.8% (n = 320,000); further: potency means the concentration at half of the fitted maximal effect; % of control where 0% means no effect; nearly all actives have a fitted effect of over 60% in size
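Luminescence read-out: Huh7 cells stably expressing Rab9-luciferase, treated 24 h with compound at 37 °C, then lysed with luciferase reagent for 10 min at ambient before reading.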
NPC1 promoter act: activators of NPC1 promoter | Huh7 NPC1 promoter luciferase reporter, 24 h | actives 2.4% (n = 320,000) | Potency, µM (series often up to 9.22 µM), without a hit: at the top dose activation, most hits filed as activators;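 further: potency means the concentration at half of the fitted maximal effect; % of control where 0% means no effect; nearly all actives have a fitted effect of over 60% in size; reporter is driven by a mutant NPC1 promoter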
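In 1536-well qHTS, Huh7 cells harboring an NPC1 promoter–luciferase construct received compound for 24 h; activation was quantified by luminescence following luciferase reagent addition.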
Mito fusion act: mitochondrial division inhibition or fusion activation | S. cerevisiae fusion-defective mutant growth rescue, CellTiterGlo 48 h | Potency, µM (titrated, usually from 46.1 µM), inactives show at the top dose growth rescue (activation), most hits filed as activators | actives 0.23% (n = 320,000) | AID 485298;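 further: potency means the concentration at half of the fitted maximal effect; % of control where 0% means no effect; nearly all actives have a fitted effect of over 45% in size; temperature-sensitive fusion mutants such as fzo1-1 at 37 °C on non-fermentable ethanol glycerol medium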
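Read-out: ATP-based luminescence (CellTiterGlo, 10 min ambient) reporting growth of fusion-defective ts yeast after 48 hours at 37C on glycerol/ethanol YPEG medium in the presence of compound.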
KCNH2 3.1 block: blocks the human KCNH2 3.1 channel isoform; actives 0.95% (n = 340,000); activity change, % (tested at about 1.8 µM); U2OS KCNH2 3.1, thallium flux FluxOr; stronger effect = lower value;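 active means maximum activity change below -70%; inconclusive means maximum activity change from -70% to -50%; inactive means maximum activity change above -50%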;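 further: thallium influx rate constant from kinetic fluorescence after stimulation buffer; on the % scale 0 is the no-effect control and ±100 the full control effect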
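Virally transduced U2OS (3.1 isoform, 4 h infection in dark at RT) → overnight 37 C → FluxOr + Red40 in HBSS/HEPES, 45 min → stimulation buffer, 2 min kinetic read → rate constant vs DMSO controls.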
* hit, by the source's call; ? = inconclusive; . = no result given; [ ] = another dose, or the depositor's remark. Unless noted, the call rests on the fitted dose curve; in most records, active means well fitted curve in the direction sought with a large enough effect; inconclusive means small, poorly fitted or top-dose-only effect, or another doubt; inactive means no such curve, though single readings can be large; an effect the other way counts as inactive or inconclusive.

SMILES	ELG1 DNA repair	MBNL1 CUG block	Menin-MLL TR inh	Gal4-VP16 FLuc	RORgamma inh	FLuc modulator	PKM2 act	Rab9 prom act	NPC1 promoter act	Mito fusion act	KCNH2 3.1 block
COc1ccc(NC(=S)NCC2CCCO2)c(C)c1 (stereo unspecified)	1%	0%	1%	-10%	?	4%	-4%	3%	-2%	-4%	6
O=C(/C=C/c1ccccc1)NCCSCc1ccccc1	?	-34%[11.5 µM]	8%	13µM*	?	?	-11%	1%	5%	.	-1
O=C1C(=O)N(CCN2CCOCC2)C(c2ccncc2)/C1=C(/O)c1ccc2c(c1)OCO2 (stereo unspecified)	-2%	8%	11%	-5%	7%	1%	3%	-1%	0%	-4%	-23
Cn1c(/C=N/n2cnnc2)nc2ccccc21	2%	5%	11%	.	4%[0.365 µM]	2%	0%	-2%	-1%	-6%	7
CC1=C(CC/C(C)=N/NC(N)=S)C(C)(C)CCC1	?	6%	-24%	2.8µM*	1.8µM*	-1%	13%	-6%	-17%	9%	-1
CC(NC(=S)NC(=O)c1ccccc1Br)c1ccccc1 (stereo unspecified)	-7%	3%	?	7.1µM*	6.3µM*	-6%	0%	8%	3%	-4%	-4
COC(=O)/C=C1/S/C(=N/N=C/c2ccc(N(C)C)cc2)NC1=O	5%	?	21%	2%	-3%	?	-2%	-2%	-6%	0%	.
CN(CC(=O)Nc1cccc(F)c1)C(=O)c1ccc2c(c1)OCCO2	?	.	.	.	.	?	.	-5%	0%	-4%	-4
COc1ccc(NC(=O)c2cc(-c3ccccc3)oc2C)cc1	-4%	.	0%	-7%	-10%	?	-5%	1%	0%	-1%	-1
O=C(COC(=O)CCc1ccccc1)NCc1ccccc1	16%	.	.	.	.	-1%	.	-3%	-1%	-3%	3
CC(=O)NCCn1c(SCc2ccccc2C)nc2ccccc2c1=O	?	0%	-15%	-4%	31%	1%	16%	-3%	-3%	10%	-20
N/C(=N\OC(=O)c1ccccc1Br)c1cccc([N+](=O)[O-])c1	?	?	44%[activator]	-23%	-40%	2.4µM*	.	1.3µM*	2.2µM*	-6%	-7
O=C(CCCC(=O)N(c1ccc(F)cc1)C(C(=O)NC1CCCC1)c1ccc(O)cc1)Nc1ccccn1 (stereo unspecified)	-3%	0%	13%	3%	0%	0%	0%	4%	-1%	-4%	5
O=S(=O)(Nc1ccc2c(c1)nc1n2CCN(Cc2ccccc2)C1)c1ccccc1	-17%	88%[activator]	3%	-7%	?	?	-22%	20%	28%	-3%	-20
Cc1ccc(C(=O)N/C(=C/c2ccco2)C(=O)Nc2cccc(C(=O)O)c2)cc1	?	?	-1%	4%	-18%	?	-1%	25%	20%	7%	6
CCn1c(SCC(=O)c2[nH]c(C)c(C(C)=O)c2C)nnc1-c1cccs1	?	-5%	-7%	-14%	?	1%	-2%	-8%	-12%	-1%	5
CCOC(=O)N1CCN(C(=O)CSc2nnc(-c3ccccc3OC)o2)CC1	0%	-10%	-11%	10%	12%	-6%	-4%	-6%	1%	0%	-4
O=S(=O)(c1cccc(F)c1)N1CCN(C(=S)NCC2CCCO2)CC1 (stereo unspecified)	0%	-5%	-12%	3%	-1%	1%	-2%	-5%	1%	1%	13
C=CCOc1ccc(/C=C2/C(=N)N3N=C(CC(=O)N4CCCC4)SC3=NC2=O)cc1OC	5%	2%	6%	2%	-9%	-5%	-12%[0.46 µM]	-2%	1%	.	16
O=c1onc(-c2cccs2)n1Cc1ccccc1	-10%	1%	0%	-3%	-16%	2%	-6%	-4%	-7%	4%	-6
COc1ccc(CC(=S)N2CCOCC2)cc1	20%	0%	7%	24%	37%	5%	0%	2%	-1%	0%	19
CCCCN(C)CCCN1C(=O)C2C(C(=O)Nc3cccc(OC)c3)C3C=CC2(O3)C1C(=O)NC1CCCCC1C (stereo unspecified)	19%	-6%	?	-11%	-4%	2%	-2%	-3%	0%	1%	-4
Cc1cc(C)nc(-n2nc(C)c(Sc3ccc(F)cc3)c2N)n1	?	6%	-14%	4µM*	2.2µM*	11µM*	6%	3.5µM*	2.5µM*	8%	-5
Cc1ccccc1-n1c(SCC(=O)N2CCOCC2)nc(O)cc1=O	9%	-6%	-17%	-9%	0%	0%	-2%	-3%	1%	-1%	-2
Cc1cc(C(F)(F)F)nc(NCc2ccc(F)cc2)n1	18%	2%	37%[activator]	2%	?	-1%	1%	-2%	-4%	1%	-2

Carrying on.
SMILES	ELG1 DNA repair	MBNL1 CUG block	Menin-MLL TR inh	Gal4-VP16 FLuc	RORgamma inh	FLuc modulator	PKM2 act	Rab9 prom act	NPC1 promoter act	Mito fusion act	KCNH2 3.1 block
CC(=O)NC1(C(F)(F)F)C(=O)Nc2c1c(=O)[nH]c(=O)n2-c1ccccc1 (stereo unspecified)	-1%	-4%	.	-3%	3%	5%	0%	-5%	3%	0%	-9
O=C(Nc1ccccc1)O/N=C1/CCCc2occc21	?	10%	.	7%	9%	17µM*	1%	14%	21%	2%	3
CCc1ccc2nc(NC(=O)Cn3cnc4ccccc4c3=O)sc2c1	?	-6%	29%	-15%	18%	?	0%	11%	9%	1%	-4
Cc1ccc(NC(=O)CN(C)Cc2ccc(F)cc2)c([N+](=O)[O-])c1	?	40%[activator]	-2%	6%	23%	-19%	3%	-4%	-4%	17%	-26
Nc1cc(C(=O)N/N=C/c2cccc([N+](=O)[O-])c2)n[nH]c1=O	11%	?	.	-3%	-3%	-17%	4%	-2%	11%	0%	11
COc1ccc(CC(=O)OCC(=O)NCC2CCCO2)cc1OC (stereo unspecified)	10%	.	.	.	.	0%	.	-3%	0%	2%	5
O=C(NCCCN1CCOCC1)c1ccc(Br)cc1	?	-1%	5%	9%	42%	-11%	-12%	12%	12%	-1%	6
COC(=O)c1sc2nc(-c3ccccc3)nc(N3CCN(C)CC3)c2c1C	?	6%	-13%	1%	-5%	2%	3%	2%	-3%	0%	-11
Cc1sc2nc(-c3ccncc3)[nH]c(=O)c2c1-c1ccccc1	1%	-7%	-4%	7%	18%	-14%	-6%	-12%	1%	13%	.
COc1ccc(C(=O)NCc2nnc(SCC(=O)N3CCC(C)CC3)o2)cc1	1%	.	0%	1%	8%	-4%	-5%	6%	-4%	-6%	12
CSc1sc(C(=O)Nc2ccc(F)cc2F)c2c1C=CCC2	24%	40%[activator]	.	9%	-2%	?	-1%	11%	0%	7%	8
O=C(Nc1ccncc1)c1c(Cl)cccc1Cl	?	-1%	11%	?	?	5%	-4%	-3%	15%	0%	11
O=C(NCCO)c1ccc(-c2nnc(Nc3ccc(O)cc3)c3ccccc23)cc1	5%	?	12%	2%	-4%	-2%	.	-3%	1%	5%	13
CN(Cc1ccccc1)C(=O)COC(=O)c1ccc(=O)n(Cc2ccccc2)n1	8%	.	.	.	.	2%	.	0%	0%	-5%	1
COCCN(Cc1ccccc1)C(=O)C1CCN(S(=O)(=O)c2ccc(OC)c(OC)c2)CC1	2%	.	.	.	.	4%	.	2%	-3%	-7%	9
C=CCC(C(=O)Oc1c(C(C)(C)C)cc(C)cc1C(C)(C)C)c1ccccc1 (stereo unspecified)	17%	.	.	.	.	4%	.	-3%	0%	2%	15
NC(=O)N/N=C(/CCCCCC/C(=N\NC(N)=O)c1ccccc1)c1ccccc1	?	.	.	?	25%	1%	-9%	-2%	-1%	-1%	17
N#C/C(=C(/O)CN1CCCCC1)c1nc(-c2ccc(Cl)cc2)cs1	?	-4%	.	?	-3%	-13%	1%	?	?	-2%	-13
COc1ccc(C(=O)N2CCCc3ccccc32)cc1OC	-25%	4%	-13%	-16%	-12%	0%	.	-3%	-4%	-4%	8
CCOc1ccc2nc(NC(=O)CN3CCN(C)CC3)sc2c1	?	-10%	16%	-2%	-2%	?	1%	10%	6%	3%	-31
O=[N+]([O-])c1c(NCCCO)cc(Sc2ccc(Cl)cc2)c2nonc12	2%	?	-10%	5µM*	5µM*	-2%	-3%	-4%	-2%	15%	-14
Cc1ccc(S(=O)(=O)NCCC(=O)NCc2ccccc2)cc1	-4%	-6%	2%	1%	16%	1%	1%	-1%	-3%	1%	4
COCCOC(=O)C1=C(C)N(c2ccccc2)C(=O)NC1c1cccc([N+](=O)[O-])c1 (stereo unspecified)	-11%	23%	-8%	18µM*	?	-1%	-10%	-8%	5%	10%	-9
CCc1ccc(/C=C2\SC(=S)N(CCCC(=O)Nc3ccc(C(=O)O)cc3)C2=O)cc1	?	9%	.	?	4µM*	4.8µM*	.	-33%[inhibitor]	-22%	-7%	8
CC(=O)N1CC2([N+](=O)[O-])CN(C(C)=O)CC([N+](=O)[O-])(C1)C2(C)C	5%	-2%	13%	4%	5%	-1%	5%	-2%	5%	1%	11

A portion of the library; rates above refer to the full screens.
